Compound activity (PubChem BioAssay)
MT1-MMP act inh – blocks activation of human MT1-MMP; P50281; HT1080 RFP-PRO-GFP cells, GFP/RFP ratio fluorescence, overnight; percent of plate control window, DMSO zero; GFP/RFP ratio change, % at 20 µM; hit rate 0.061% among 360,000; AID 651647;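 active means GFP/RFP ratio change of at least 30% with cell ATP level not reduced by more than half and red fluorescence within 50% of control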; further: strong numbers were not always called active
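Assay system: HT1080 RFP-PRO-GFP cells | Dosing: 20 µM single dose, 1% DMSO | Incubation: Cells overnight before dosing, compound overnight, 37 °C, 5% CO2 | Evaluation: GFP/RFP fluorescence ratio | Control set: DMSO-only wells and HT1080 RFP-L50D-GFP cell wells as references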
NRP1-CendR mod – alters CendR peptide binding to human NRP-1. O14786. FAM-RPARPAR peptide binding to NRP-1, fluorescence polarization. inhibition, % at 25 µM. hit rate 0.85% among 360,000. AID 602438;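 active means inhibition or corrected inhibition above about 18%, plus a signal ratio from 0.5 to 1.5, limit read from the data, passing the limit was not always enough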; further: strong numbers were not always called active
Rin1 Abl inh – human Rin1-Abl interaction inhibition; TR-FRET Rin1/Abl binding, biochemical; inhibition, % at 7.35 µM; hit rate 0.4% among 360,000; AID 588664; in the data active means inhibition above about 5%, passing the limit was not always enough
SKN-1 inh – inhibitors of C. elegans SKN-1; C. elegans VP596 Pgst-4::GFP/RFP ratio, acrylamide-induced, 24 h; inhibition, % at 21.8 µM; hit rate 0.49% among 360,000; AID 624304;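 active means interference check ratio from 0.5 to 1.5 plus GFP to RFP signal ratio inhibition reaching or exceeding a fixed threshold, cut at about 30% in these data, passing the limit was not always enough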; further: some compounds called inactive have numbers as strong as hits
Neddyl block – cullin neddylation inhibition; TR-FRET cullin neddylation, biochemical; P61081+Q13564; hit rate 0.58% among 360,000; AID 651699; calls only at 25 µM; in the data active means inhibition above about 36%
E coli Lon inh – E. coli protease La inhibition. P0A9M0. purified E. coli Lon protease, fluorescence polarization. inhibition, % at 7.94 µM. hit rate 0.42% among 360,000; in the data active means inhibition above about 13%, passing the limit was not always enough;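 further: 0% = enzyme with probe and DMSO and 100% = no enzyme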
FAS TE block – inhibitors of human fatty acid synthase thioesterase domain | P49327 | recombinant FAS-TE, OMFH fluorogenic substrate, fluorescence endpoint | inhibition, % at 15 µM | hit rate 0.67% among 360,000;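 active means compounds whose normalised, plate-corrected inhibition of enzyme fluorescence in the single-dose primary screen is 50% or more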;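 further: 0% = DMSO with enzyme and 100% = substrate without enzyme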
MLLE-PAM2 inh – blocks PAM2 peptide binding to the PABP1 MLLE domain; P11940; GST-MLLE / FITC-PAM2 fluorescence polarization; inhibition, % at 20 µM; hit rate 0.36% among 360,000; in the data active means inhibition above about 35%, passing the limit was not always enough;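 further: plate controls were DMSO wells with GST-MLLE for no effect and wells lacking GST-MLLE protein for full effect; some results filed as inactive read as strong as hits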
MsrA act – activates bovine MsrA enzyme; purified bovine MsrA, absorbance read-out; activation, % at 10.6 µM; hit rate 0.3% among 360,000; in the data active means activation above about 7.5%;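 further: 0% = vehicle and 100% = reference activator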
* marks the source's active call; other numbers are inactive results; i = inactive.

SMILES	MT1-MMP act inh	NRP1-CendR mod	Rin1 Abl inh	SKN-1 inh	Neddyl block	E coli Lon inh	FAS TE block	MLLE-PAM2 inh	MsrA act
COc1ccc(/C=N\NC(=O)CCN2CCN(c3ccccc3)CC2)cc1OC	-1	-3	0	-4	i	-6	-7	8	-10
CC(COc1ccccc1)N1CCC(CO)(Cc2ccccc2)CC1 (centres undefined)	5	9	3	18	i	-14	-4	11	-3
CCN1CCN(C(=O)c2cc3c(OC)c(OC)c(OC)cc3[nH]2)CC1	-1	2	-2	0	i	-5	-3	-16	-2
O=C(NN1C(=O)c2ccccc2C1=O)c1ccccc1[N+](=O)[O-]	2	10	-2	2	i	0	-7	7	-3
COc1cccc(C=Nc2cc(C)cc(C)c2)c1O	2	6	5	7	i	-8	-3	5	-1
CC(C)OCCCNC(=O)Nc1cccc2ccccc12	0	-8	-2	5	i	-2	-3	-5	-1
CCOc1cc(/C=N/NC(=O)C(=O)N2CCCC2)ccc1O	0	3	0	3	i	-8	-3	2	-4
Cc1cccc(NC(=O)Cn2cnc3sc(C)c(S(=O)(=O)N4CCC(C)CC4)c3c2=O)n1	-1	-2	-3	7	i	-4	2	-18	-4
COc1cccc(-n2c(Cc3cc(=O)[nH]c(=O)[nH]3)nnc2SCC(=O)N2CCCCC2)c1	0	-5	-1	-3	i	16*	-6	22	1
COc1cc(C2C3=C(CCCC3=O)Nc3c2c(C)nn3-c2cccc(C)c2)cc(OC)c1O (centres undefined)	6	-2	-6	-1	i	-10	-5	10	-1
O=C(NCCc1ccccc1)c1cccc2c(-c3ccc(F)c(F)c3)coc12	-4	9	4	6	i	-2	29	0	-4
COc1ccc(-n2nc(C(=O)O)c3ccccc3c2=O)cc1	4	1	0	6	i	3	-7	-7	-10
Cc1ccccc1CN1N=C(/C=C/c2ccccc2)CCC1=O	6	-9	1	9	i	-11	17	2	-10
O=C1c2ccccc2C2=Nc3ccccc3SC(c3cccc(F)c3)C12 (centres undefined)	-5	-10	-1	2	i	1	34	-8	-5
NC(=O)C(c1ccc(Sc2ccccc2)nn1)c1ccc(Cl)cc1Cl (centres undefined)	8	-1	2	6	i	-1	10	0	-2
O=C(Nc1nccs1)c1cc(-c2ccncc2)nc2ccccc12	-8	-13	2	1	i	-4	-10	-63	-3
Cc1cc(C)c2cc(C#N)c(SCC(=O)NCC3CCCO3)nc2c1 (centres undefined)	3	-11	-2	11	i	11	-7	-8	-2
CC12CCC(C(=O)N(CSC(=S)N/N=C\c3ccccc3Cl)C1=O)C2(C)C (centres undefined)	-6	2	0	-6	i	-5	14	31	-4
COc1ccccc1Nc1nc(-c2sc(N)nc2C)cs1	-10	-41	-3	-2	i	-31	-8	-44	-2
O=C(CCC(=O)Nc1ccc(Cl)cc1)N/N=C/c1ccc2c(c1)OCO2	0	8	4	-3	i	-4	0	-17	0
Cc1ccccc1C1C(C#N)=C2N=C(N)c3ccccc3N2C2=C1C(=O)CCC2 (centres undefined)	4	5	0	-4	i	-8	5	4	1
CCCCc1cn(C[C@H]2CC[C@@H]([C@@H]3CC[C@H](Cn4cc(CCCC)nn4)O3)O2)nn1	-1	0	-1	11	i	-9	-2	11	-2
COc1ccc(CC(=O)Oc2ccccc2Cl)cc1S(=O)(=O)N1CCOCC1	-2	-4	-2	2	i	1	2	-3	-2
Cc1nc2ccccc2n1S(=O)(=O)c1ccc(S(=O)(=O)N2CCCCCC2)cc1	4	-7	-2	-16	i	-2	-14	-4	-12
O=C(Nc1ccc(N2CCN(Cc3ccccc3F)CC2)cc1)c1ccccc1[N+](=O)[O-]	0	7	1	2	i	3	6	-1	0
O=C(NC1CCCCC1)N(Cc1ccccc1)Cc1ccco1	0	8	0	-7	i	2	2	2	-2
CC(=O)NCCC1CCCCN1C(=O)c1cc(COc2cc(C)ccc2C)on1 (centres undefined)	-1	-9	4	11	i	1	-2	-11	-4
COCCNC(=O)C(c1ccc(C)o1)N(C(=O)c1snc(C(N)=O)c1N)c1cc(C)cc(C)c1 (centres undefined)	-2	-3	-1	8	i	0	0	17	-1
Cc1cc(C)n(-c2ccc(C(=O)OCC(=O)NCc3ccc(Cl)cc3)cc2)n1	3	-5	-2	12	i	2	6	-10	-3
C[C@@H]1CN([C@H](C)CO)C(=O)c2c(c3ccccc3n2C)-c2ccccc2CO[C@H]1CN(C)C(=O)c1cc(Cl)cc(Cl)c1	4	-3	0	9	i	0	4	12	-4
CN(C)S(=O)(=O)c1ccc(S(=O)(=O)N2CCCC2)cc1	2	-2	-2	8	i	0	-9	4	-1
CC(C)NC(=S)N1CCN(S(=O)(=O)c2cccc(C(F)(F)F)c2)CC1	1	12	0	-8	i	1	1	-126	-9
N/C(=N/OC(=O)c1ccc(Cl)cc1)c1ncc([N+](=O)[O-])s1	2	-5	1	8	i	-2	-13	-1	-8
O=C1CCc2cc(S(=O)(=O)NC(Cc3ccccc3)C(=O)N3CCN(c4ccccn4)CC3)ccc2N1 (centres undefined)	3	-7	1	7	i	0	-5	-19	-8
CSc1cccc(NC(=O)N2CCCC(CNS(=O)(=O)Cc3ccccc3)C2)c1 (centres undefined)	-1	10	1	-1	i	2	2	-10	-5
O=C(Nc1ccccc1)C1=C[C@@H](C2CC2)C[C@@H](OCCCCO)O1	3	8	1	3	i	-3	-12	9	-2
Cn1c(=O)n(Cc2ccccc2Br)c2ccccc21	1	-2	4	3	i	6	-1	3	-9
CCC(C)[C@H](NC(=O)N1CC(=O)Nc2ccccc21)C(=O)N1CCC(C(=O)O)CC1 (some centres undefined)	4	5	3	0	i	5	-6	1	-8
Cc1cccc(NC(=O)CCCC(=O)OC(C)C(=O)c2ccccc2)c1 (centres undefined)	3	1	1	9	i	-9	3	11	-2
O=C(CCN1C(=O)[C@@H]2Cc3ccccc3CN2C1=O)NCc1ccccc1Cl	1	6	0	1	i	-2	-2	0	-4
Cc1cc(C)c(C)c(OCCn2ccnc2)c1	-1	-3	-2	2	i	-4	-8	6	-11
Cc1nnc(SCc2cccc([N+](=O)[O-])c2)s1	3	-7	2	12	i	-10	0	16	-3
CC(=O)c1ccc(NC(=O)CN2CCN(S(=O)(=O)c3ccc4c(c3)OCCO4)CC2)cc1	-1	-5	-3	8	i	-3	-5	-3	-4
c1ccc(CSc2nnc(NC3CCCCC3)s2)cc1	3	-2	-2	7	i	-8	4	0	-4
COCCCN1CC23C=CC(O2)C(C(=O)OC)C3C1=O (centres undefined)	7	-1	-2	22	i	-10	-11	-1	-6
CC(C)N(Cc1ccccc1)C(=O)COC(=O)c1c(F)cccc1F	-2	13	-1	-11	i	-1	-6	-19	-1
Cc1cc(C(=O)Nc2ccc3c(c2)OCO3)no1	3	-4	-1	12	i	7	-7	6	-2
Cc1cc(NC(=O)c2c(F)c(F)c(F)c(F)c2F)no1	-8	13	-1	-8	i	-5	1	-8	-5

7 consecutive compounds from above, quoted:
SMILES	MT1-MMP act inh	NRP1-CendR mod	Rin1 Abl inh	SKN-1 inh	Neddyl block	E coli Lon inh	FAS TE block	MLLE-PAM2 inh	MsrA act
Cc1nnc(SCc2cccc([N+](=O)[O-])c2)s1	3	-7	2	12	i	-10	0	16	-3
CC(=O)c1ccc(NC(=O)CN2CCN(S(=O)(=O)c3ccc4c(c3)OCCO4)CC2)cc1	-1	-5	-3	8	i	-3	-5	-3	-4
c1ccc(CSc2nnc(NC3CCCCC3)s2)cc1	3	-2	-2	7	i	-8	4	0	-4
COCCCN1CC23C=CC(O2)C(C(=O)OC)C3C1=O (centres undefined)	7	-1	-2	22	i	-10	-11	-1	-6
CC(C)N(Cc1ccccc1)C(=O)COC(=O)c1c(F)cccc1F	-2	13	-1	-11	i	-1	-6	-19	-1
Cc1cc(C(=O)Nc2ccc3c(c2)OCO3)no1	3	-4	-1	12	i	7	-7	6	-2
Cc1cc(NC(=O)c2c(F)c(F)c(F)c(F)c2F)no1	-8	13	-1	-8	i	-5	1	-8	-5

(listing goes on)
SMILES	MT1-MMP act inh	NRP1-CendR mod	Rin1 Abl inh	SKN-1 inh	Neddyl block	E coli Lon inh	FAS TE block	MLLE-PAM2 inh	MsrA act
COC(=O)c1cccc(NC(=O)c2ccc(S(=O)(=O)N(C)c3ccccc3OC)cc2)c1	-3	0	3	-19	i	3	25	-1	-3
CC(=O)NC(C)(c1ccccc1)c1nc(-c2ccc(S(C)(=O)=O)cc2)cs1 (centres undefined)	-3	14	-5	17	i	10	-2	5	0
Cc1ccc(NCc2nnc(SCC(=O)Nc3nnc(C)s3)n2C)cc1	0	1	6	-4	i	-6	-8	-29	-5
CC1=NN(c2ccc(C)cc2C)C(=O)C1C(c1ccccc1O)C1C(=O)N(c2ccc(C)cc2C)N=C1C (centres undefined)	9	15	2	-2	i	5	-10	10	-6
O=c1c(-c2ccccc2)cocc1-c1ccccc1	-4	8	1	29	i	3	-6	8	-6
O=C(CNS(=O)(=O)c1cccs1)NCc1ccccc1	2	8	6	-14	i	-5	-4	1	-2
Cc1cccc(OCCCSc2nc3ccc(C)cc3[nH]2)c1	8	-18	0	2	i	1	15	-59	-1
CC1CN(S(=O)(=O)c2cccc(C(=O)OC(C)C(=O)NC3CCCCC3C)c2)CC(C)O1 (centres undefined)	0	-3	0	11	i	3	2	-4	0
O=C(c1ccc(Cl)cc1)N1CCn2c1nc1ccccc12	3	-4	3	-5	i	0	-3	4	-4
CC(C)CNC(=O)COC(=O)c1cncc(Br)c1	7	-4	-3	0	i	-7	-2	-1	-1
Cc1ccccc1OCC(=O)OCC(=O)NCC1CCCCC1	1	-5	2	1	i	-5	-4	16	-3
CN(C)Cc1ccc(-c2nc3cccc4c3n2CCNC4=O)cc1	-12	10	-2	3	i	-11	-20	2	-3
Cc1cc(C)nc(Nc2n[nH]c(-c3ccc(N)cc3)n2)n1	3	8	-1	-8	i	-2	-14	3	-13
CCNC(=O)NC(=O)CSc1ccc(NC(C)=O)cc1	8	13	2	-5	i	6	-10	15	0
CCN(CC)S(=O)(=O)c1ccc(N2CCOCC2)c(NC(=O)CN2C(=O)NC(C)(c3ccccc3)C2=O)c1 (centres undefined)	-4	-12	-4	-9	i	-9	3	-73	-1
CCC1=C(OC(=O)N(CC)CC)N2C(=O)OC(=NCCOC)[C@]2(Cc2ccccc2)[C@H]2C1=CC[C@H]1C(=O)N(CC(=O)OC)C(=O)[C@H]12	-2	35*	2	14	i	0	-7	13	0
CC(C)[C@H](NC(=O)[C@@H]1CSC2c3ccccc3C(=O)N21)C(=O)N1CCCCC1 (some centres undefined)	-5	7	3	21	i	-3	-6	15	-3
COc1ccc(Cl)cc1-c1nc(-c2ccncc2)no1	-4	-2	3	13	i	-4	-3	-17	-2
Cc1nn(Cc2noc(C(=O)NC3CCC(C)CC3)n2)c(C)c1Br (centres undefined)	-1	-8	1	20	i	-2	-5	2	-2
COc1cccc(NC(=O)CN(C)C(=O)COc2ccccc2Cc2ccccc2)c1	-4	1	0	-6	i	-8	25	4	-3
Cc1ccc2oc(-c3ccccc3C(=O)O)cc(=O)c2c1	1	3	-2	1	i	-2	-1	3	-4
COc1ccccc1OCc1nnc(SCC(N)=O)n1-c1ccccc1	-1	2	4	-9	i	4	-7	4	-5
Cc1nnc(SCc2c(Cl)cccc2Cl)s1	-4	15	0	-11	i	-13	-7	8	-4
CC(C)c1ccc(NC(=O)c2cc(-c3cc(F)ccc3OCC3CCCO3)n[nH]2)cc1 (centres undefined)	1	4	0	-4	i	-8	20	3	0
COc1ccc(NC(=O)Nc2cccc3cccnc23)cc1	4	7	-1	5	i	2	14	9	-7
